Avidin fluor: green autofluorescence of compounds with avidin beads – biophysical, 488/530 nm, flow cytometry, artefact control, profiling panel; compound fluorescence 488/530 nm; hits give high values; fluorescence (KMESF) at 10 µM; 220,000 tested, 0.38% active; AID 1775, 2009; in the data active = fluorescence above about 47; note: inactives centre near 10
Mcl1 Noxa PPI: Mcl-1/Noxa binding inhibitors, primary screen, biochemical, TR-FRET, 1536-well; Induced myeloid leukemia cell differentiation protein Mcl-1 (Homo sapiens), Q07820; TR-FRET Mcl-1/Noxa peptide binding, 2 h; inhibition, % at 21.7 µM; 220,000 tested, 1.5% active;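 active = compounds that cut the protein-peptide binding signal by more than 50% relative to plate controls in a single-dose test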;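 note: His-tagged Mcl-1 with rhodamine Noxa BH3 peptide and terbium anti-His antibody; 0% = Mcl-1 plus Noxa peptide wells and 100% = peptide-only wells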
Target sequence (Q07820 whole entry, looked up): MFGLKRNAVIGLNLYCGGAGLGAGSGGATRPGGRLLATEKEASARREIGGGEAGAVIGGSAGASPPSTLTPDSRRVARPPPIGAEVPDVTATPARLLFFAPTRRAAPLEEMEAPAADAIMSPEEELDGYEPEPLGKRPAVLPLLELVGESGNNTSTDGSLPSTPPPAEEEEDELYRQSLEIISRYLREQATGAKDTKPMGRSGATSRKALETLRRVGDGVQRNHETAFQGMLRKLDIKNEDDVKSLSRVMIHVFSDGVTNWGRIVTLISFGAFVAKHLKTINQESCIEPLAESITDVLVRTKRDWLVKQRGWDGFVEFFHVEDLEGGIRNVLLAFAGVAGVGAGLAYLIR
Rac1 wt modul: wildtype Rac1 GTP binding modulators, primary screen, biochemical, GST-Rac1 beads, flow cytometry, multiplex. Ras-related C3 botulinum toxin substrate 1 (Homo sapiens), P63000. fluorescent GTP binding; actives lie on both sides; 0 = cold GTP competed, 100 = untreated. GTP binding activity (% of control), % at 10 µM. 190,000 tested, 0.27% active;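 active = GTP binding activity at least 20 points away from the 100% control level, either lower or higher; inconclusive = compound flagged as likely green fluorescent, judged across all proteins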
Cdc42 wt: modulators of GTP binding to wildtype Cdc42, primary screen, biochemical, multiplex bead flow cytometry, Bodipy-GTP. Cell division control protein 42 homolog (Homo sapiens), P60953. GST-Cdc42 beads; actives lie on both sides. percent activity (GTP binding), % at 10 µM. 190,000 tested, 0.2% active;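 active = percent activity GTP binding at least 20 points away from the 100% baseline, either down as inhibitor or up as activator; inconclusive = compound flagged as likely green fluorescent from well-wide comparison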;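 note: median bead fluorescence of bound Bodipy-FL-GTP at 100 nM; 0% = excess unlabeled GTP control and 100% = no compound control; below 100% means less GTP binding so inhibitor and above means activator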
Target sequence (P60953 whole entry, looked up): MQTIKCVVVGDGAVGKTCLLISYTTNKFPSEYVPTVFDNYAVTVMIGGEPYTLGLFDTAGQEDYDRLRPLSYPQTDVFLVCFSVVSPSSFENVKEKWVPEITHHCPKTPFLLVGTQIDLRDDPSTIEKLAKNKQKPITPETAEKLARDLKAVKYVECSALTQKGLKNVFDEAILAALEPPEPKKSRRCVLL
Pf gamet viab: late stage P. falciparum gametocyte viability inhibitors, primary screen, ATP luminescence, HTS; 150,000 tested, 0.065% active; inhibition, % at 10.9 µM; P. falciparum stage V gametocytes, 24 h; AID 743093, 2013;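 active = inhibition above the mean plus 3 SD of compounds within the control limits, set per campaign, cut at about 38% in these data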;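 note: 0% = DMSO wells and 100% = medium only without gametocytes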
Rac1 mut GTP: GTP binding modulators of activated mutant Rac1, primary screen, biochemical, bead-based flow cytometry, multiplex, fluorescent GTP. GST-Rac1 activated beads; actives lie on both sides; 100% means binding = to untreated wells. 190,000 tested, 0.11% active. percent activity (GTP binding), % at 10 µM. AID 764, 2007;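 active = GTP binding at least 20 percentage points away from the 100% baseline, in either direction, so actives lie on both sides; inconclusive = Compound likely fluorescent itself, or too few beads counted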
Mcl1 Bid PPI: Mcl-1/Bid binding inhibitors, primary screen, biochemical, TR-FRET, 1536-well. Induced myeloid leukemia cell differentiation protein Mcl-1 (Homo sapiens), Q07820. 220,000 tested, 0.97% active. TR-FRET Mcl-1/Bid-Dy647 peptide binding. AID 1021, 2008. inhibition, % at 21.7 µM;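 active = compounds that cut the binding signal by more than half at the single screening dose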;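 note: His-tagged Mcl-1 with europium anti-His antibody binding Bid BH3 peptide; 0% = Mcl-1 plus peptide wells and 100% = peptide-only wells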
GSH bead fluor: compound fluorescence on glutathione beads, profiling panel, artefact control, biophysical, 488/530 nm, flow cytometry | AID 1776, 2009 | fluorescence (KMESF) at 10 µM | 190,000 tested, 0.25% active | GSH beads flow cytometry, compound fluorescence 488/530 nm; hits give high values; in the data active = fluorescence above about 89;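 note: glutathione beads carrying GST-tagged Bcl family fusion proteins plus one bare bead set; values are compound well signal with DMSO vehicle wells as background; inactives centre near 16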
Rab2 wt GTP: modulators of GTP binding to Rab2A wildtype, primary screen, biochemical, dog, bead-based flow cytometry, multiplex | 190,000 tested, 0.19% active | Ras-related protein Rab-2A (Canis lupus familiaris), P61105 | GST-Rab2 wt beads, Bodipy-GTP binding | AID 760, 2007 | GTP binding activity, % at 10 µM;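 active = GTP binding activity at least 20 points away from 100%, either lowered or raised; inconclusive = signal likely due to the compound's own green fluorescence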;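 note: 0% = beads with excess unlabeled GTP and 100% = no-compound control corrected for plate trend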
HRas wt GTP: modulators of GTP binding to HRas wildtype, primary screen, biochemical, bead-based flow cytometry, multiplex; GTPase HRas (Homo sapiens), P01112; GST-Ras wt beads, Bodipy-FL-GTP binding; actives lie on both sides; GTP binding activity, % at 10 µM; 190,000 tested, 0.14% active; AID 759, 2007;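 active = GTP binding activity at least 20% away from the 100% baseline, either lowered as inhibitor or raised as activator; inconclusive = flagged as likely green fluorescent, judged across all proteins in the well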;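 note: 0% = unlabeled GTP competition control and 100% = no-compound control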
Target sequence (P01112 whole entry, looked up): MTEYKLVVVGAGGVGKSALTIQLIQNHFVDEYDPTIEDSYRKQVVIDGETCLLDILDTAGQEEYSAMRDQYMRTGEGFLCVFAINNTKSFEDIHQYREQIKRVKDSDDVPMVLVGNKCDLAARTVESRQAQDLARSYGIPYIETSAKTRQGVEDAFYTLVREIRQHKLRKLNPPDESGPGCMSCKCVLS
Rab7 wt GTP bind: modulators of GTP binding to Rab7, primary screen, biochemical, wildtype, multiplex bead flow cytometry; Rab7 GTPase wild type (dog), Bodipy-FL-GTP binding; GST-Rab7 beads, fluorescent GTP binding; actives lie on both sides; untreated = 100%, excess cold GTP = 0%; GTP binding activity (percent of control), % at 10 µM; 190,000 tested, 0.055% active; AID 758, 2007;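 active = fluorescent GTP binding to Rab7 beads changed by at least 20 points from the 100% baseline, either direction, mostly lower; inconclusive = compound itself probably fluorescent, or too few beads counted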;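 note: median green fluorescence of bound Bodipy-FL-GTP per Rab7 bead population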
Starred values were filed as active, the others as inactive; ? = inconclusive; . = not tested or not shown.

SMILES	Avidin fluor	Mcl1 Noxa PPI	Rac1 wt modul	Cdc42 wt	Pf gamet viab	Rac1 mut GTP	Mcl1 Bid PPI	GSH bead fluor	Rab2 wt GTP	HRas wt GTP	Rab7 wt GTP bind
C=CCc1ccc(OCC(O)CN2CCN(Cc3ccc(Cl)cc3)CC2)c(OC)c1 (stereo not given)	4	14	105	102	-17	101	-2	17	101	102	97
O=C(Nc1ccccc1)C1=C[C@@H](c2ccc(Br)cc2)C[C@@H](OCc2ccc(CO)cc2)O1	7	9	99	97	.	97	3	20	97	97	101
CCNC(=O)C1CC(=O)N(Cc2ccc3c(c2)OCO3)C(=Nc2ccc(F)cc2)S1 (stereo not given)	17	12	101	101	.	101	-12	25	101	100	99
COc1cccc(S(=O)(=O)N2CCN(c3ccccc3F)CC2)c1	7	7	101	101	10	97	2	16	99	100	101
Cc1cc(C)n2c(SCC(=O)Nc3ccccc3)nnc2n1	7	9	98	95	.	98	-8	25	97	99	99
OCCNCCCCOc1cccc(Br)c1	5	-20	101	100	5	99	2	10	96	98	99
FC(F)(F)c1cnc(Nc2ccc(N3CCOCC3)cc2)c(Cl)c1	7	61*	99	98	22	96	-24	38	97	97	98
Cn1c(C(=O)O)c(CC(=O)Nc2ccc(F)cc2F)c2ccccc21	34	-1	100	99	-12	97	16	18	98	99	97
Cc1cc(C)cc(-n2ccnc2SCC(=O)O)c1	11	21	94	94	-24	92	-6	70	94	93	97
COc1cc(NS(=O)(=O)c2ccc(N/C=C(\C#N)c3nc4cc(Cl)ccc4o3)cc2)nc(OC)n1	11	24	103	104	.	97	-8	14	100	100	99
COc1ccc(Cn2nc(C)n(N(C)c3ncc(C(F)(F)F)cc3Cl)c2=O)cc1	9	-8	109	104	.	100	-11	11	101	103	101
CCOC(=O)c1sc(NC(=O)Cn2nnc3sc4c(c3c2=O)CCCC4)nc1C	24	5	103	99	.	100	-7	50	101	100	100
COc1ccccc1NC(=S)N(Cc1ccc(Cl)cc1)CC1CCC(C(=O)O)CC1 (stereo not given)	11	-14	102	100	0	96	-9	18	101	100	110
CC1CCCCC1NC(=O)COC(=O)c1ccccc1NC(=O)c1ccco1 (stereo not given)	20	16	105	105	15	98	-10	10	102	104	105
O=C1/C(=C/c2cccnc2)CCC/C1=C\c1cccnc1	3	-1	100	95	8	96	-4	13	98	99	94
Cc1cc(C)nc(SCC(=O)N(C)C)n1	24	-9	100	97	.	98	-22	59	100	101	107
Cc1cc(C)c2nc(-c3ccccn3)cc(C(=O)NCc3ccco3)c2c1	28	47	98	97	-8	94	-5	12	97	98	94
COc1ccc(C2CCCN2C(=O)Nc2ccccc2)cc1OC (stereo not given)	8	2	109	104	.	100	-3	23	105	105	106
COc1ccc(-c2c[n+]3c(n2-c2ccccc2)SCC3)cc1OC	10	-3	99	97	16	95	-15	27	96	99	99
COc1ccc(OC)c(C2C3=C(CCCC3=O)NC3=C2C(=O)CCC3)c1	14	-3	92	93	8	92	-45	25	93	91	91
COC(=O)C1=C(C)NC(=O)NC1c1ccccc1 (stereo not given)	32	15	108	105	7	99	-16	20	98	100	100
O=C(Nc1ccccc1N1CCCCC1)c1ccco1	8	-2	104	102	.	98	-14	28	101	103	103
COc1cc(NS(=O)(=O)c2ccc(NC(=S)NC(=O)c3cccs3)cc2)nc(OC)n1	16	28	98	98	3	99	-30	10	94	95	96
Cc1ccc(C(=O)c2sc(Nc3ccccc3)c(C#N)c2N)cc1	13	23	102	96	-2	101	-25	10	97	98	95
CCOC(=O)c1cnc2nc(COc3ccccc3)[nH]n2c1=O	8	16	107	102	-3	98	7	13	101	102	101
COc1ccc(N2CCN(Cc3nc4scc(-c5ccccc5)c4c(=O)[nH]3)CC2)cc1	11	47	101	95	.	100	-29	5	99	100	95
O=C(COc1ccc([N+](=O)[O-])cc1)Nc1ccc2c(c1)OCO2	8	26	94	95	3	95	-54	15	96	96	104
Cc1ccc(OCC(=O)N2CCCCCC2)c(C)c1	8	20	101	104	.	99	1	20	103	105	104
O=c1c2ccccc2nc2n1CCN2	32	-11	94	94	-8	91	-7	12	95	96	95
O=C(NCCN1CCCC1)c1ccc2c(=O)n(CCc3ccccc3)c(=O)[nH]c2c1	44	18	95	97	.	94	4	13	96	98	95
Cc1ccc(C(=O)NNC(=O)CCCN2C(=O)/C(=C/c3ccccc3Cl)SC2=S)cc1	3	20	97	98	-20	96	-60	19	96	95	99
COc1ccccc1-n1nc(C(=O)NCc2ccco2)c2ccccc2c1=O	35	-9	105	101	17	97	-1	23	99	98	103
O=C1NCCCC1C(=O)Nc1ccccn1 (stereo not given)	31	5	?	?	.	?	-10	20	?	?	?
CC(=O)N/C(=C/c1ccc2c(c1)OCO2)C(=O)NCc1ccccc1	9	-1	100	97	-21	96	-21	17	99	102	103
CCNC(=S)NCc1ccc(F)cc1	8	-8	101	101	-9	97	-25	8	99	98	97
CNC(=O)CSc1nnc(COc2ccc([N+](=O)[O-])cc2)n1C	9	11	96	95	2	97	-5	11	98	97	93
Brc1cc(/C=N/n2cnnc2)oc1Br	10	-1	102	102	1	100	-22	18	106	104	112
Cc1ccc(NC(=O)CSCC(=O)N2c3ccccc3CCc3ccccc32)cc1	18	8	98	102	.	97	-9	11	102	102	105
CCCc1cc(C(=O)Cc2ccc(C(=O)OCC)o2)c(O)cc1O	9	17	107	106	.	102	-17	14	101	101	103
CCOC(=O)C1=C(C)OC(N)=C(C#N)C1c1cc(C)sc1C (stereo not given)	37	6	99	101	.	99	-30	15	101	102	101
COc1ccc(S(=O)(=O)N(C)CC(=O)Nc2ccc(C(N)=O)cc2)cc1OC	11	-3	103	103	-34	100	-4	65	98	100	97
CCN(CC)S(=O)(=O)c1cccc(-c2nnc(SCC(=O)NC)n2N)c1	8	-11	108	102	-25	102	-10	12	106	102	110
Cc1ccccc1NC(=S)N1CCN(Cc2ccccc2)CC1	4	25	100	101	11	101	-8	13	97	97	97
N#Cc1c(NC(=O)C2CC(c3c(F)cccc3Cl)=NO2)sc2c1CCC2 (stereo not given)	15	11	95	97	.	96	-50	9	93	96	99
Cc1cc(F)ccc1S(=O)(=O)N1CCCOC1CNC(=O)C(=O)NCCc1c[nH]c2ccccc12 (stereo not given)	5	-10	106	104	22	101	-2	12	101	102	101
CCN(CC)c1ccc(NC(=O)c2ccccc2OCC(=O)OC)cc1	15	81*	95	97	-7	97	-18	20	97	95	94
COc1ccc(OC)c(/C=N/NC(=O)C(=O)NCc2cccnc2)c1	12	5	101	102	27	95	3	8	101	100	106
Cc1c(C(=O)C(=O)N2CC=C(c3ccccc3)CC2)c2ccccc2n1C	15	-13	102	100	.	101	-12	19	99	99	100
CN(C)/C=C/c1c(C#N)c(=O)ncn1Cc1ccccc1	5	4	99	102	-27	98	-35	33	100	100	100
COc1cc(OC)cc(-c2cc3nc(C4CCN(C(=O)OC(C)(C)C)CC4)cc(=O)n3[nH]2)c1	3	11	90	89	2	92	-16	32	90	92	95
Carrying on.
SMILES	Avidin fluor	Mcl1 Noxa PPI	Rac1 wt modul	Cdc42 wt	Pf gamet viab	Rac1 mut GTP	Mcl1 Bid PPI	GSH bead fluor	Rab2 wt GTP	HRas wt GTP	Rab7 wt GTP bind
COc1ccc(N(CC(=O)Nc2ccccc2C(=O)N2CCOCC2)S(=O)(=O)c2ccc(F)cc2)cc1	2	17	105	100	20	99	-2	7	100	101	99
CCOC(=O)c1ccc[n+](C(C)C(=O)c2ccc(-c3ccccc3)cc2)c1 (stereo not given)	3	9	106	101	.	103	-19	10	103	103	96
CCOC(=O)c1sc(NC(=O)/C=C/c2cnn(C)c2C)c(C(=O)OC(C)C)c1C	6	29	102	102	.	101	-4	38	100	100	103
CC(=O)NC(C)C(=O)OCc1ccc(Cl)cc1Cl (stereo not given)	15	-11	105	103	.	98	-9	28	103	102	105
CSCCC(NC(=O)c1ccccc1)c1nc(-c2ccccc2)no1 (stereo not given)	6	-2	104	104	.	100	-6	46	99	101	100
O=C1CCCc2c1nn(-c1ccccc1)[n+]2[O-]	8	-4	96	97	.	96	-8	19	95	96	96
CCCS(=O)(=O)c1c(S(=O)(=O)CCC)c2c(N)cccn2c1C(=O)c1ccccc1	12	12	103	101	.	98	-73	8	101	105	102
O=C(N/N=C/c1ccco1)C1CC1(c1ccccc1)c1ccccc1 (stereo not given)	13	4	104	102	.	99	-13	21	100	102	101
O=C(O)C1Nc2c(O)cc(Cl)c([N+](=O)[O-])c2C2C=CCC12 (stereo not given)	12	105*	?	?	10	?	97*	22	?	?	?
CC(CN1CCCCC1)NC(=O)c1cc(-c2ccccn2)nc2ccc(Cl)cc12 (stereo not given)	9	14	100	102	-6	96	-35	18	101	98	104
CC(C)(C)NNC(=S)Nc1ccc(S(=O)(=O)N2CCOCC2)cc1	14	24	99	100	.	98	-31	13	96	99	99
CCCCN(C(=O)c1ccco1)c1nnc(-c2cc(OC)c(OC)c(OC)c2)s1	16	16	95	94	14	94	-5	23	96	94	95
CC(C)(C)c1[nH]ncc1[N+](=O)[O-]	25	-16	101	99	2	96	-1	11	100	100	107
CCCC12CN3CCN(CC(C3)/C1=N\NC(=O)c1ccccc1Cl)C2	10	4	95	98	-15	99	-24	21	99	99	103
CCn1cc(C(=O)NC2CCCCC2)c(=O)c2cc(S(=O)(=O)N(C)C)ccc21	4	8	102	99	.	97	0	17	98	99	95
COc1ccccc1N1CCN(C(=O)CSc2nc(C)cc(=O)[nH]2)CC1	5	15	96	98	.	95	-6	48	97	97	97
CSCCC(NS(=O)(=O)c1ccc2c(c1)c(=O)n(C)c(=O)n2C)C(=O)NC1CCN(Cc2ccccc2)CC1 (stereo not given)	7	8	99	96	7	96	-36	15	102	98	106
